LGR2 antag = inhibitors of bursicon-induced LGR2 CRE-luciferase signal, primary screen, cell-based, HEK293, CRE-luciferase reporter, bursicon stimulation; actives 0.35% (n = 380,000); inhibition, % at 9.99 µM; bursicon-stimulated, 4 h;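 active = drop in luminescence signal, shown as inhibition above about 50% in the replicate tests, limit read from the data, passing the limit was not always enough; inconclusive = probably only some replicates passing the limit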;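 note: agonist challenge used bursicon conditioned medium at about half maximal strength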
PglD inh = C. jejuni PglD acetyltransferase inhibitors, primary screen, biochemical, DTNB colorimetric, single point; UDP-N-acetylbacillosamine N-acetyltransferase PglD (Campylobacter jejuni); purified PglD enzyme, DTNB colorimetric CoA detection; inhibition, % at 12.5 µM; actives 0.098% (n = 360,000); AID 602405, 2012; in the data active = inhibition above about 16%, passing the limit was not always enough; inconclusive = no clear call, values can overlap the other calls; note: strong numbers were not always called active
PGC1a acetyl inh = inhibitors of PGC1a acetylation signal, primary screen, cell-based, U2OS, AlphaScreen, inhibitor mode | AlphaScreen anti-acetyl-lysine; with virally co-expressed GCN5 acetyltransferase | inhibition, % at 15.6 µM | actives 0.17% (n = 350,000);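 active = every replicate shows inhibition of at least 40%; inconclusive = mean inhibition at least 40% but some replicate below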;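 note: 0% = neutral control wells and 100% = positive control wells; some results beyond the cut were filed as inactive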
Active calls of the source: *; ? = inconclusive.

SMILES	LGR2 antag	PglD inh	PGC1a acetyl inh
O=C(c1ccccc1-c1nc2ccccc2[nH]1)N1CCOCC1	6	1	-4
O=c1[nH]c(CS(=O)(=O)c2ccccc2)nc2ccccc12	10	2	0
Cc1ccc(NS(=O)(=O)c2ccc(OCC(=O)NCc3ccco3)cc2)cc1	4	0	-15
Cc1ccc(OC(C)C)c(CN(CCO)CCO)c1	-14	3	1
O=C(Nc1ccon1)c1cccc(C(F)(F)F)c1	-2	-1	-6
COC(=O)c1cccc(NC(=O)/C(=C\c2ccccc2)NC(=O)c2ccccc2Cl)c1	4	3	-2
O=C(NCCCN1CCOCC1)c1ccc(S(=O)(=O)N2CCOCC2)cc1	-9	-6	-2
CCCCP(=O)(CCCC)Cc1ccccc1	5	-4	-4
O=c1c2ccccc2cnn1CCOc1ccccc1	86*	1	18
Cc1cc(C)c(CSc2ncc(-c3ccc([N+](=O)[O-])cc3)[nH]2)c(C)c1	3	5	10
CCC(=O)Nc1ccc(C(=O)CSc2nnc(CNc3ccc(Cl)cc3)o2)cc1OC	23	-3	4
COc1ccccc1C(=O)NCC(=O)Nc1ccccc1	22	-1	6
CCN(CC)CCOc1cccc(C(C)C)c1	12	1	-1
COC(=O)c1ccc(NC(=O)CN2CCN(S(=O)(=O)c3cc(Cl)ccc3OC)CC2)cc1	8	-4	7
COc1ccc(-c2noc(CCC(=O)N3CCC(C)CC3)n2)cc1	15	3	-4
Cc1cccc(Nc2nc(N3CCCCC3)nc(N3CCCCC3)n2)c1	-3	-4	-13
CCCc1cc(-c2[nH]ncc2-c2ccc(C(=O)OCC)o2)c(O)cc1O	7	-5	-10
Cc1cc(C)n(-c2nnc(C)n2N)n1	-2	-3	8
CCn1nnnc1SCC(=O)N1CCc2ccccc21	-7	2	2
CCC(C)NS(=O)(=O)c1ccc(S(=O)(=O)Nc2cc3c(cc2C(C)=O)OCO3)cc1 (configuration not stated)	4	4	2
Cc1nnc(SCC(=O)NCCOc2ccc(Cl)cc2)n1-c1ccccc1	20	-10	-9
COc1cc(C(=O)Nc2ccc(-n3cnnn3)c(C)c2)cc(OC)c1OC	3	5	0
O=C(O)CC1=C(O)C(=O)N(c2ccccc2)C1c1ccccc1 (configuration not stated)	-5	1	-5
Cc1ccc2nc(-c3ccc(NC(=O)C4CCCO4)cc3)[nH]c2c1 (configuration not stated)	60*	4	-4
CN(C)CCCN=Cc1c(O)n(Cc2ccccc2)c(=O)c2ccccc12	5	-6	-11
Further compounds:
SMILES	LGR2 antag	PglD inh	PGC1a acetyl inh
CN(C)c1nc2sc3c(c2c(=O)n1C)CC(C)(C)OC3	-12	2	-6
O=C(Cn1nnc(-c2cccc(C(F)(F)F)c2)n1)N1CCCCCC1	-1	-1	-2
C=CCNC(=O)c1ccc(Cl)cc1Cl	-12	-3	11
CCOC(=O)CSc1nnnn1-c1cc(OC)c(Cl)cc1OC	13	0	20
COc1ccccc1C(=O)n1nc(-c2ccc(Cl)cc2)nc1N	-2	3	-8
COc1ccc(C(c2nnnn2C2CCCC2)N2CCN(C3CCCC3)CC2)cc1OC (configuration not stated)	3	3	-9
Cc1ccc(N2C(=O)[C@@H]3[C@H](C2=O)C2c4ccccc4C=CN2[C@@H]3C(=O)c2ccco2)c(C)c1 (some centres not stated)	12	4	-14
Cc1ccccc1CN1CCN(CC(=O)NCc2ccco2)C1=O	-6	-2	2
Cc1ccc(C(NC(=O)NC(C)c2ccccc2)C(Cl)(Cl)Cl)cc1F (configuration not stated)	?	1	-8
CCCCn1ccc(O)c(Cc2ccc(F)cc2)c1=O	0	-3	-5
CCOC(=O)c1ccc(NC(=O)CSc2nnc(C)n2-c2ccccc2)cc1	3	-5	-1
Cc1ccccc1N1CCN(CCCN2C(=O)CC(=C(c3ccccc3)c3ccccc3)C2=O)CC1	-7	5	-11
COc1ccc(S(=O)(=O)N2CCCC(C(=O)NCc3ccco3)C2)cc1Cl (configuration not stated)	4	3	-1
C/C(=C1/SC(N2CCOCC2)=NC1=O)c1ccc(Br)cc1	-19	-4	7
Cc1cccc(OCC(=O)NC(Cc2ccccc2)C(=O)O)c1 (configuration not stated)	5	-3	6
COc1ccccc1-c1cn(S(=O)(=O)c2ccc(C)cc2)nc1N	-1	3	-4
CN(C)C(=O)Nc1ccc(F)cc1F	18	-1	0
CCNC(=O)C1CC(=O)N(Cc2ccc3c(c2)OCO3)C(=Nc2ccc(F)cc2)S1 (configuration not stated)	29	7	2
COc1ccc2c(c1)C(=O)c1ccccc1CO2	-69	40*	4
CC(C)CC(c1nnnn1C1CCCC1)N1CCN(C(=O)c2ccco2)CC1 (configuration not stated)	-16	0	-8
O=C(CCN1C(=O)COc2ccccc21)NCc1ccco1	-1	2	7
C=C(C)c1cccc(C(C)(C)NC(=O)N2CCCC(C(N)=O)C2)c1 (configuration not stated)	-11	0	1
CN1CCC(=NNC(=O)C(=O)NC2CCCCC2)CC1	4	5	29
CCOc1ccc(C(=O)N2CCCC2)cc1	-1	6	1
COc1ccc(Cn2c(=O)c3c(nc(NCCO)n3C)n(C)c2=O)cc1	9	1	-8

Reprinted at random: 5 compounds from above
SMILES	LGR2 antag	PglD inh	PGC1a acetyl inh
CCOC(=O)CSc1nnnn1-c1cc(OC)c(Cl)cc1OC	13	0	20
Cc1ccc(C(NC(=O)NC(C)c2ccccc2)C(Cl)(Cl)Cl)cc1F (configuration not stated)	?	1	-8
CCCCn1ccc(O)c(Cc2ccc(F)cc2)c1=O	0	-3	-5
CC(C)CC(c1nnnn1C1CCCC1)N1CCN(C(=O)c2ccco2)CC1 (configuration not stated)	-16	0	-8
Cc1ccc(N2C(=O)[C@@H]3[C@H](C2=O)C2c4ccccc4C=CN2[C@@H]3C(=O)c2ccco2)c(C)c1 (some centres not stated)	12	4	-14

3 of the compounds above, as comma-separated lines:
compound,LGR2 antag,PglD inh,PGC1a acetyl inh
CN1CCC(=NNC(=O)C(=O)NC2CCCCC2)CC1,4,5,29
CCOc1ccc(C(=O)N2CCCC2)cc1,-1,6,1
COc1ccc(Cn2c(=O)c3c(nc(NCCO)n3C)n(C)c2=O)cc1,9,1,-8

Next section.
SMILES	LGR2 antag	PglD inh	PGC1a acetyl inh
CCOC(=O)C1=C(CN2CCSCC2)NC(=O)NC1c1cc(C)ccc1C (configuration not stated)	4	7	1
C=CCn1c(-c2ccoc2)n[nH]c1=S	7	-8	0
Cc1cc(NC(=O)CCSc2nc(-c3ccco3)cc(C(F)(F)F)n2)no1	5	4	4
COc1ccc(CNc2n[nH]c(NCc3ccc(OC)c(OC)c3)n2)cc1OC	-3	4	-4
CC(C)(C)NC(=O)NC(=O)CSc1nnc(COc2ccccc2Cl)o1	-26	-1	7
CCOc1ccc(OCC(=O)N2CCOCC2)cc1	-6	2	32
CCNc1nc(Cl)nc(N(NC(C)=O)C(C)CC)n1 (configuration not stated)	-7	4	-10
COC(=O)C(NC(=O)c1ccccc1)=C1CCCCC1	0	-4	7
Cc1ccc(S(=O)(=O)N(CC(=O)N/N=C/c2ccc(F)cc2)c2cccc3cccnc23)cc1	4	4	3
O=C(Nc1c(Cl)cccc1Cl)C1CCC1	20	1	-1
N#CCc1ccc(C(=O)c2ccccc2F)s1	3	-10	6
COc1cccc(CC(=O)Nn2c(C)nc3ccccc3c2=O)c1	17	-5	4
C/C(Cl)=C\Cn1c(N2CCCC2)nc2c1c(=O)[nH]c(=O)n2C	-4	-8	11
CCn1cc(C(C)(C)C)c(C#N)c1NC(C)=O	6	0	33
CCNc1oc(COc2cccc(C)c2)nc1C#N	-48	6	-10
COc1cc2c(cc1OC)C1Cc3ccc(OC)c(OC)c3CN1CC2 (configuration not stated)	7	2	-3
CC1(C)C2CCC1(C)C(NC(=O)CCN1CCCCC1)C2 (configuration not stated)	-5	-1	8
O=C(c1ccc(F)cc1)c1c[nH]c(C(=O)NCc2ccco2)c1	39	0	-4
CSc1nc(-c2ccco2)nn1C(=O)c1cccs1	6	-23	4
CCCOc1ccc(-c2nnn(CC(=O)N3CCC(C)CC3)n2)cc1	7	1	-3
Cc1cc(C)c(C#N)c(SCC2COc3ccccc3O2)n1 (configuration not stated)	2	-2	2
O=S(=O)(Nc1ccc(N2CCOCC2)nn1)c1ccccc1	1	-1	6
COc1cccc(Nc2ncccc2C(=O)O)c1	-43	-4	-3
COc1cc(/C=C(/C#N)c2nc3ccccc3[nH]2)ccc1Oc1ncccc1[N+](=O)[O-]	14	-1	-2
COc1ccc(S(=O)(=O)N2CCC(C(=O)Nc3cccc(C(C)=O)c3)CC2)cc1	23	9	-18
Further results.
SMILES	LGR2 antag	PglD inh	PGC1a acetyl inh
CCSc1cc(C)nc2c(-c3ccccc3)c(C)nn12	-11	2	-4
N#Cc1c2n(c3c(=O)n(Cc4ccccc4Cl)cnc13)CCCCC2	-17	0	-3
COc1ccc(CC(=O)N2CCc3ccccc32)cc1	-51	0	5
CC12CCC(C(=O)NCCCn3ccnc3)(OC1=O)C2(C)C (configuration not stated)	-5	2	-5
COC(=O)C(C)Sc1snnc1-c1ccccc1 (configuration not stated)	-7	-2	0
CCOc1ccc(-c2c(C)n([O-])c3c([n+]2=O)CCCC3)cc1	-4	-5	5
CC(C)CNC(=O)CSc1nnc(CN2CCCCCC2=O)n1-c1ccccn1	-11	-5	3
O=c1c2cc(Br)ccc2nc(-c2cccc(C(F)(F)F)c2)n1O	34	-1	8
Cc1nnc(SCC(=O)NCC2CCCCC2)n(N)c1=O	-8	-10	-28
CCOC(=O)C1CCCN(S(=O)(=O)c2ccc(Br)s2)C1 (configuration not stated)	7	1	-4
CN(C)c1ccc(C=NCC2(O)CCOC(C)(C)C2)cc1 (configuration not stated)	9	-3	2
O=C(CN1CCC(n2nnc3cc(F)ccc32)CC1)NCCc1ccccc1	2	1	-14
CCOc1ccc(N(CC(=O)NC2CCCCC2)C(=O)CNC(=O)c2ccco2)cc1	4	-6	-3
C1=CC2CC1CC2CN1CCN(Cc2ccccc2)CC1 (configuration not stated)	-3	-7	-24
CC(=O)NC(=S)Nc1cccc(S(=O)(=O)NC2=NCCC2)c1	15	-4	-6
O=C(Nc1cc(C(F)(F)F)ccc1N1CCOCC1)c1ccc(Br)o1	6	-3	1
COc1ccc(CN2CCOCC2)c(C)c1C	-5	-7	-4
CCOC(=O)CNC(=O)c1cnn2cccnc12	-5	-1	3
Cc1ccc(S(=O)(=O)N2CCCSCC2)cc1	19	2	-27
O=C(O)c1cccc(CN2C(=O)CSC2=O)c1	-4	1	1
COc1cccc(N/C(SCc2ccccc2F)=C(/C#N)C(=O)NCc2cccs2)c1	15	5	1
CC(=O)c1cccc(NC(=O)C2CC(=O)N(Cc3ccccc3)C2)c1 (configuration not stated)	-27	-4	3
COc1ccccc1NC(=O)Cn1cnc2c1c(=O)n(C)c(=O)n2C	0	3	9
N#CC(C(=O)NC1CC1)c1nc2ccccc2nc1N1CCN(C/C=C/c2ccccc2)CC1 (configuration not stated)	0	-9	12
Cn1c(N)c(C(=O)COC(=O)C2(c3ccc(Cl)cc3)CCCC2)c(=O)n(C)c1=O	5	-4	-22
(cont.)
SMILES	LGR2 antag	PglD inh	PGC1a acetyl inh
CC(C)(C#CCN1CCCC1)OCCC#N	-20	0	-3
CN(C)c1ccc(CN(C)C2CCCCC2)cc1	0	0	-2
Cc1occc1-c1nnc(SCC(=O)N(C)CCC#N)n1N	9	-1	8
C=CCN(C(=O)CCC(=O)O)C1CC(=O)N(c2ccc(OCCC)cc2)C1=O (configuration not stated)	-13	-2	6
CCOCCCNC(=O)C1CCC(CNS(=O)(=O)c2ccc(F)cc2)CC1 (configuration not stated)	5	-1	5
Cc1cccc(NC(=S)N2CCC(c3nc4ccccc4s3)CC2)c1	-1	3	-9
N#Cc1ccccc1CSc1ccccn1	3	1	4
Cn1c(CNc2ccc(Cl)cc2)nnc1SCCN1CCCCC1	-13	4	-7
Cc1cc(NC(=O)COC(=O)c2ccc(S(=O)(=O)N3CCCc4ccccc43)cc2)no1	1	1	-4
CCC(Oc1nc2ccccc2nc1-c1ccccc1NC(C)=O)C(=O)c1ccccc1 (configuration not stated)	17	-1	-9
CCOC(=O)c1cnn2c(C)cc(-c3ccc(F)cc3)nc12	-33	4	2
COc1ccc(N2CCN(C(CNC(=O)C(=O)NCCC3=CCCCC3)c3ccco3)CC2)cc1 (configuration not stated)	17	-3	2
O=C(c1cccnc1)N1CCN(C(=O)c2cccs2)CC1	4	0	5
O=c1c2c(-c3cccs3)csc2ncn1-c1ccccc1	-7	-1	4
CC(=O)c1cccc(NS(=O)(=O)c2ccc(N/C=C\C(=O)c3ccc(F)cc3)cc2)c1	21	-1	8
CC(C)(/C=N/O)/[N+]([O-])=C/C=[N+](\[O-])C(C)(C)/C=N/O	-10	-2	-9
CCOC(=O)c1c(C)sc2c1N(C(=O)CN1CCOCC1)c1cc(Cl)ccc1S2	3	2	-26
O=C(O)COc1ccccc1C1C2C(=O)N(c3ccc(F)cc3)C(=O)C2ON1c1ccccc1 (configuration not stated)	25	-3	1

Another view of part of the listing above:
> Cn1c(CNc2ccc(Cl)cc2)nnc1SCCN1CCCCC1
  LGR2 antag = -13
  PglD inh = 4
  PGC1a acetyl inh = -7

> CCC(Oc1nc2ccccc2nc1-c1ccccc1NC(C)=O)C(=O)c1ccccc1 (configuration not stated)
  LGR2 antag = 17
  PglD inh = -1
  PGC1a acetyl inh = -9

> N#Cc1ccccc1CSc1ccccn1
  LGR2 antag = 3
  PglD inh = 1
  PGC1a acetyl inh = 4

> COc1ccc(N2CCN(C(CNC(=O)C(=O)NCCC3=CCCCC3)c3ccco3)CC2)cc1 (configuration not stated)
  LGR2 antag = 17
  PglD inh = -3
  PGC1a acetyl inh = 2

These rows are one share of the data; rates above refer to the full screens.
